bovine MsrA act: activates bovine MsrA enzyme | hit rate 0.3% among 360,000 | activation, % at 10.6 µM | purified bovine MsrA, absorbance read-out; in the data active = activation above about 7.5%;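 note: 0% = vehicle and 100% = reference activator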
CendR NRP1 mod: alters CendR peptide binding to human NRP-1. O14786. inhibition, % at 25 µM. FAM-RPARPAR peptide binding to NRP-1, fluorescence polarization. hit rate 0.85% among 360,000;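 active = inhibition or corrected inhibition above about 18%, plus a signal ratio from 0.5 to 1.5, limit read from the data, passing the limit was not always enough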; note: strong numbers were not always called active
Target sequence (O14786 whole entry, looked up): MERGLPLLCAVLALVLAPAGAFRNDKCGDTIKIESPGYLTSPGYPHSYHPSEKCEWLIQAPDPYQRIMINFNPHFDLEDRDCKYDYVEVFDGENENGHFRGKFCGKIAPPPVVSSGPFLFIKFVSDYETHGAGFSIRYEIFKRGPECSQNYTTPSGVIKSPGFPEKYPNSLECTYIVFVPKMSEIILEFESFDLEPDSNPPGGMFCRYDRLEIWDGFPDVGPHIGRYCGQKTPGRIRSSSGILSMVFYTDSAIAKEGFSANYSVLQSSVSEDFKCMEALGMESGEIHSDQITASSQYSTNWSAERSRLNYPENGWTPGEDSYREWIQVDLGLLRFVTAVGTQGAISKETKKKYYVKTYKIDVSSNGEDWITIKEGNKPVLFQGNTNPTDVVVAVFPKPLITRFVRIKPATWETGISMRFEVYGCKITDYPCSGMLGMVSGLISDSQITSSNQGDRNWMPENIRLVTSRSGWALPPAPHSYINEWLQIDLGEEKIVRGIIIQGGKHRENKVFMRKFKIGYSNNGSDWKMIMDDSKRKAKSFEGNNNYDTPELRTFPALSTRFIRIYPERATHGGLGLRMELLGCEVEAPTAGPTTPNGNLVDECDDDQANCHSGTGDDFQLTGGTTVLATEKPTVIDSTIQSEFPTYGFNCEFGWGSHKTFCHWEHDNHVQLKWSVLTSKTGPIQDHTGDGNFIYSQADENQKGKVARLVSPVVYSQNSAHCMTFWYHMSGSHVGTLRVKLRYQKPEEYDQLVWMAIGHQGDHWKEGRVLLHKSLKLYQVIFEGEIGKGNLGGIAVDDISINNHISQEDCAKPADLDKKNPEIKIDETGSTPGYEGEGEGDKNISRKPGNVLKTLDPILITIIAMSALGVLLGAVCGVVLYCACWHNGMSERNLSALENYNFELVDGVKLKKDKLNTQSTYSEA
FAS TE block: inhibitors of human fatty acid synthase thioesterase domain. P49327. recombinant FAS-TE, OMFH fluorogenic substrate, fluorescence endpoint. inhibition, % at 15 µM. hit rate 0.67% among 360,000;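 active = compounds whose normalised, plate-corrected inhibition of enzyme fluorescence in the single-dose primary screen is 50% or more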;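 note: 0% = DMSO with enzyme and 100% = substrate without enzyme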
SKN-1 block: blocks SKN-1 activity in C. elegans; C. elegans VP596 Pgst-4::GFP/RFP ratio, acrylamide-induced, 24 h; inhibition, % at 21.8 µM; hit rate 0.49% among 360,000; AID 624304;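 active = interference check ratio from 0.5 to 1.5 plus GFP to RFP signal ratio inhibition reaching or exceeding a fixed threshold, cut at about 30% in these data, passing the limit was not always enough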; note: some compounds called inactive have numbers as strong as hits
eLon inh: inhibits E. coli Lon protease; P0A9M0; inhibition, % at 7.94 µM; purified E. coli Lon protease, fluorescence polarization; hit rate 0.42% among 360,000; AID 602123; in the data active = inhibition above about 13%, passing the limit was not always enough;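 note: 0% = enzyme with probe and DMSO and 100% = no enzyme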
MLLE-PAM2 inh: inhibitors of microRNA-mediated deadenylation, human PABP1 MLLE binding; P11940; GST-MLLE / FITC-PAM2 fluorescence polarization; inhibition, % at 20 µM; hit rate 0.36% among 360,000; AID 588489; in the data active = inhibition above about 35%, passing the limit was not always enough;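 note: plate controls were DMSO wells with GST-MLLE for no effect and wells lacking GST-MLLE protein for full effect; some results filed as inactive read as strong as hits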
MT1-MMP act inh: MT1-MMP (human) activation inhibition; AID 651647; hit rate 0.061% among 360,000; GFP/RFP ratio change, % at 20 µM; HT1080 RFP-PRO-GFP cells, GFP/RFP ratio fluorescence, overnight; percent of plate control window, DMSO zero; P50281;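 active = GFP/RFP ratio change of at least 30% with cell ATP level not reduced by more than half and red fluorescence within 50% of control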; note: strong numbers were not always called active
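Test system: HT1080 RFP-PRO-GFP cells; Benchmarks: DMSO and RFP-L50D-GFP cell wells; Timing: cells overnight before dosing, compound overnight, 37 °C, 5% CO2; Compound: one 20 µM compound dose with 1% DMSO; Read-out: GFP/RFP fluorescence ratio.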
MsrA inhibitor: inhibits bovine methionine sulfoxide reductase A; hit rate 0.75% among 360,000; inhibition, % at 15.5 µM; purified bovine MsrA, absorbance read-out; in the data active = inhibition above about 4.5%;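 note: 0% = vehicle wells with enzyme and 100% = reference inhibitor wells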
Tb MetRS inh: blocks T. brucei methionyl-tRNA synthetase activity. AID 624268. purified T. brucei MetRS, ATP depletion, Kinase-Glo luminescence. inhibition, % at 11.9 µM. hit rate 0.4% among 360,000;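 active = inhibition above a per-plate cutoff of the control wells' mean inhibition plus 3 SD, cut at about 5.5% in these data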;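 note: 0% = DMSO wells median and 100% = median of wells with control inhibitor compound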
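Measured by: Kinase-Glo luciferase luminescence reporting remaining unconsumed ATP. Material: purified T. brucei MetRS enzyme. Doses: 11.9 µM compound single dose, 0.9% DMSO. Medium: HEPES buffer containing pyrophosphatase, BSA, spermine, DTT. Times: 15 min preincubation, 2 h reaction, all 25 °C. Reagent: methionine, ATP and bulk E. coli tRNA.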
Numbers without * were called inactive; nt = no result given.

Start of the data: the first eight entries, ahead of the listing:
(1) COc1ccc(N2C(=O)c3ccccc3NC2c2ccc(OC)c(Cn3nnc4ccccc43)c2)cc1 (centres undefined)
(2) COc1ccc([C@H]2CC(=O)C=C(c3ccccc3)C2)cc1OC
(3) O=C(COC(=O)CNC(=O)c1ccccc1F)Nc1cccnc1Cl
(4) Nc1nonc1-c1nc2ccccc2n1CC(=O)N/N=C/c1ccc(-c2cccc(C(=O)O)c2)o1
(5) COCCN(CC(=O)NC1CCCCC1)C(=O)CSc1nc2ccccc2o1
(6) CC1CCCN(c2nc(NCc3ccco3)nc(N)c2[N+](=O)[O-])C1 (centres undefined)
(7) COc1cc(Cc2nc3ccccc3n2C(C)c2nc3ccccc3[nH]2)cc(OC)c1 (centres undefined)
(8) O=C(Cn1c(C(=O)NCC2CCCO2)cc2sccc21)c1ccccc1 (centres undefined)

compound no.	1	2	3	4	5	6	7	8
bovine MsrA act	2.6	-0.6	-8.0	-4.9	-2.8	-5.2	nt	-0.4
CendR NRP1 mod	5.2	5.3	2.8	-84.4	12.3	-13.6	-21.1	-3.1
FAS TE block	37.9	4.9	-2.7	0.0	-2.3	10.3	nt	-2.7
SKN-1 block	3.1	4.0	3.2	14.1	-16.6	6.1	-12.0	-7.8
eLon inh	-4.4	-6.3	-9.0	-2.0	-1.0	-1.2	nt	7.9
MLLE-PAM2 inh	5.0	12.9	-18.9	3.1	4.1	-3.7	nt	-6.6
MT1-MMP act inh	-7.2	1.1	7.5	0.6	5.1	-5.8	-4.0	-1.9
MsrA inhibitor	0.8	-0.2	-0.1	5.7*	-0.7	3.3	-0.2	nt
Tb MetRS inh	-0.3	-0.4	-1.0	1.5	-0.5	0.2	0.1	-0.4

This part in full, from the start:
(1) COc1ccc(N2C(=O)c3ccccc3NC2c2ccc(OC)c(Cn3nnc4ccccc43)c2)cc1 (centres undefined)
(2) COc1ccc([C@H]2CC(=O)C=C(c3ccccc3)C2)cc1OC
(3) O=C(COC(=O)CNC(=O)c1ccccc1F)Nc1cccnc1Cl
(4) Nc1nonc1-c1nc2ccccc2n1CC(=O)N/N=C/c1ccc(-c2cccc(C(=O)O)c2)o1
(5) COCCN(CC(=O)NC1CCCCC1)C(=O)CSc1nc2ccccc2o1
(6) CC1CCCN(c2nc(NCc3ccco3)nc(N)c2[N+](=O)[O-])C1 (centres undefined)
(7) COc1cc(Cc2nc3ccccc3n2C(C)c2nc3ccccc3[nH]2)cc(OC)c1 (centres undefined)
(8) O=C(Cn1c(C(=O)NCC2CCCO2)cc2sccc21)c1ccccc1 (centres undefined)

compound no.	1	2	3	4	5	6	7	8
bovine MsrA act	2.6	-0.6	-8.0	-4.9	-2.8	-5.2	nt	-0.4
CendR NRP1 mod	5.2	5.3	2.8	-84.4	12.3	-13.6	-21.1	-3.1
FAS TE block	37.9	4.9	-2.7	0.0	-2.3	10.3	nt	-2.7
SKN-1 block	3.1	4.0	3.2	14.1	-16.6	6.1	-12.0	-7.8
eLon inh	-4.4	-6.3	-9.0	-2.0	-1.0	-1.2	nt	7.9
MLLE-PAM2 inh	5.0	12.9	-18.9	3.1	4.1	-3.7	nt	-6.6
MT1-MMP act inh	-7.2	1.1	7.5	0.6	5.1	-5.8	-4.0	-1.9
MsrA inhibitor	0.8	-0.2	-0.1	5.7*	-0.7	3.3	-0.2	nt
Tb MetRS inh	-0.3	-0.4	-1.0	1.5	-0.5	0.2	0.1	-0.4

(9) COC(=O)C1=C(C)NC(=O)NC1c1cn(-c2ccccc2)nc1-c1cccs1 (centres undefined)
(10) CC(Sc1cccc[n+]1[O-])C(=O)Nc1ccc(Oc2ccccc2)cc1 (centres undefined)
(11) CCOc1ccc(NC(=O)CC2C(=O)N(CC)C(=S)N2CCNC(C)=O)cc1 (centres undefined)
(12) CCOC(=O)[C@]12CCCC=C1N(Cc1cccc3ccccc13)C(=O)[C@H](CC(=O)NCCCN1CCCC1=O)C2
(13) Cn1nc(C(=O)OCC(=O)c2ccc(Cl)cc2)c2ccccc2c1=O
(14) Cc1cccc(NC(=O)C2C3C=CC(C4CC34)C2C(=O)O)c1 (centres undefined)
(15) COCCOC(=O)c1c(NC(=O)CN2CCOCC2)sc(C(N)=O)c1C
(16) CC1CCN(C(=S)c2cccc([N+](=O)[O-])c2)CC1

compound no.	9	10	11	12	13	14	15	16
bovine MsrA act	-0.8	-3.5	-2.6	-1.1	-4.8	-6.5	-1.3	-3.6
CendR NRP1 mod	6.6	7.3	-0.6	1.9	-6.9	-7.6	-8.8	12.7
FAS TE block	-0.2	-1.0	-5.4	-14.9	7.1	-1.6	-4.1	1.6
SKN-1 block	-0.5	1.4	3.3	5.1	4.2	-15.2	8.9	3.1
eLon inh	-2.0	-4.4	-18.6	1.6	-6.0	-9.0	-4.3	7.8
MLLE-PAM2 inh	4.9	-15.3	0.7	nt	-20.4	5.3	-1.6	28.6
MT1-MMP act inh	-1.2	0.8	-1.4	1.3	-1.4	3.1	1.6	-0.7
MsrA inhibitor	1.2	1.4	0.2	-0.6	-0.5	-0.1	0.1	0.2
Tb MetRS inh	-0.2	-0.3	-0.6	-0.1	-0.1	0.1	0.0	0.2

(17) Cn1c(=O)c2c(nc(N3CCOCC3)n2CCCNC2=NCCCCC2)n(C)c1=O
(18) Cc1ccc(S(=O)(=O)c2cc3c(=O)n4ccccc4nc3n(CC3CCCO3)c2=N)cc1C (centres undefined)
(19) C=C(C)CSc1nc(N)c(C#N)c(-c2ccc(C)cc2)c1C#N
(20) COCCNC(=O)c1ccc2c(c1)nc(C)n2-c1cc(OC)c(OC)c(OC)c1
(21) Cc1c(Cl)cccc1NC(=O)CNCc1ccccc1F
(22) CC1(C(=O)N2CCCCC2)CCN1C(=O)C1(c2ccccc2)CC1 (centres undefined)
(23) CC(C)c1nnc(NC(=O)CC(=O)Nc2ccccc2C(=O)O)s1
(24) Cc1ccccc1CSCCNC(=O)c1ccc(Cl)c(S(=O)(=O)N2CCOCC2)c1

compound no.	17	18	19	20	21	22	23	24
bovine MsrA act	2.6	-2.2	-5.2	-3.1	-0.5	0.9	-2.8	-4.3
CendR NRP1 mod	-9.1	-4.8	-8.8	4.0	-2.5	4.8	-2.4	2.4
FAS TE block	-7.3	28.8	4.0	-9.9	-3.8	-8.8	3.6	16.8
SKN-1 block	-9.8	4.7	11.2	-6.8	4.0	16.8	23.4	1.5
eLon inh	8.6	7.6	-7.8	-3.7	-6.9	-8.7	-3.0	2.7
MLLE-PAM2 inh	5.4	-7.0	-111.0	12.1	3.4	-6.5	3.4	16.4
MT1-MMP act inh	1.1	nt	12.8	2.8	3.8	-1.3	3.0	-5.8
MsrA inhibitor	0.1	-0.1	0.3	nt	0.6	-0.5	-0.3	0.1
Tb MetRS inh	-0.3	-0.1	-0.7	-1.1	-0.3	0.6	-0.4	0.3

(25) COc1ccc(C2=NOC(Cn3nc(C(=O)NCC4CC4)cc3-c3ccccc3)C2)cc1 (centres undefined)
(26) CCCCC(CC)Cn1c(O)c(/C=C2\C=NN=C2c2ccccc2)sc1=S (centres undefined)
(27) COc1ccc(S(=O)(=O)N(CC(=O)NCC2CCCO2)c2ccc(F)cc2)cc1OC (centres undefined)
(28) CCN(CC(=O)Nc1c(C(=O)OC)[nH]c2ccccc12)c1ccc2c(c1)OCO2

compound no.	25	26	27	28
bovine MsrA act	-6.9	-2.7	-11.3	-0.8
CendR NRP1 mod	2.4	-7.0	4.2	9.1
FAS TE block	9.7	-34.6	-10.5	9.8
SKN-1 block	-14.7	6.9	-11.6	-13.8
eLon inh	4.0	4.9	-4.3	10.2
MLLE-PAM2 inh	11.6	4.5	-1.7	14.6
MT1-MMP act inh	-0.3	-2.0	1.3	-9.5
MsrA inhibitor	0.5	0.3	-1.6	0.3
Tb MetRS inh	-0.4	0.3	-0.9	0.5

Source: PubChem
